RGS4 inhibitor: human RGS4 inhibition. hit rate 0.039% among 390,000. Transcreener GDP fluorescence polarization, RGS4-accelerated GTP hydrolysis. Potency, µM (highest dose often 114 µM), for the others: top-dose activity change, negative = inhibition, usual class: inhibitors. P49798; also: potency is read from the fitted curve at half-maximal effect; % is scaled to controls: 0 for no effect and ±100 for the full control effect; nearly all actives have a fitted effect of over 75% in size; some results filed as inactive show a strong effect at the top dose
Target sequence (P49798 whole entry, looked up): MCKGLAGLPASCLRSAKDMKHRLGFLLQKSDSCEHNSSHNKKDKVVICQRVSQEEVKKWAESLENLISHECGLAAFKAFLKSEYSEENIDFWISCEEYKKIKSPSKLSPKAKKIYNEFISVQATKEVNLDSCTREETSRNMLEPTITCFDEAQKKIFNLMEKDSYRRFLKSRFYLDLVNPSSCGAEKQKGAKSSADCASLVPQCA
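MLSMR compounds (23 nl, pin-transferred) preincubated 10 min at room temperature with a 500nM (2x) first reagent, then RGS4 at 900nM (2x) plus Transcreener GDP mix added; fluorescence polarization (620/688 nm) read before and after 90 min at 30 °C.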
Vif-APOBEC3F blk: blocks the Vif interaction with APOBEC3F; HeLa A3F-eYFP + Vif (tagged APOBEC3F with the HIV-1 protein that degrades it), YFP fluorescence increase; Potency, µM (titrated, usually from 46.1 µM), for the others: at the top dose activity, negative = active; hit rate 0.2% among 390,000; also: potency is read from the fitted curve at half-maximal effect; % of control where 0% means no effect; nearly all actives have a fitted effect of over 65% in size
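HeLa cells stably expressing Vif plus C-terminally eYFP-tagged A3F were seeded, incubated overnight at 37 deg C, dosed with compound, incubated overnight again at 37 deg C. Yellow fluorescence (Ex 488/Em 500-530) reported blocked Vif-mediated A3F-eYFP degradation.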
GRP78 ERSR act: ER stress response induction in glioma | U87-MG GRP78 promoter luciferase reporter, 16 h | Potency, µM, without a hit: top-dose activation, hits mostly activators | hit rate 0.02% among 420,000 | AID 602332; also: potency is read from the fitted curve at half-maximal effect; series mostly up to about 76 µM; % of control where 0% means no effect; nearly all actives have a fitted effect of over 35% in size
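ERSR induction read as luciferase luminescence (Bright-Glo, 10 min at room temperature) in stably transfected human U87-MG glioma cells exposed to compounds for 16 h, using GRP78 as sensor.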
mIDH1 inhibitor: human IDH1 R132H inhibition; IDH1-R132H enzyme, NADPH consumption, diaphorase/resazurin fluorescence; Potency, µM (highest dose often 76.6 µM), without a hit: top-dose activity change, negative = inhibition, actives largely listed as inhibitors; hit rate 0.093% among 390,000; also: potency is read from the fitted curve at half-maximal effect; % is scaled to controls: 0 for no effect and ±100 for the full control effect; nearly all actives have a fitted effect of over 65% in size
Target sequence (O75874 whole entry R132H, stated change not applied): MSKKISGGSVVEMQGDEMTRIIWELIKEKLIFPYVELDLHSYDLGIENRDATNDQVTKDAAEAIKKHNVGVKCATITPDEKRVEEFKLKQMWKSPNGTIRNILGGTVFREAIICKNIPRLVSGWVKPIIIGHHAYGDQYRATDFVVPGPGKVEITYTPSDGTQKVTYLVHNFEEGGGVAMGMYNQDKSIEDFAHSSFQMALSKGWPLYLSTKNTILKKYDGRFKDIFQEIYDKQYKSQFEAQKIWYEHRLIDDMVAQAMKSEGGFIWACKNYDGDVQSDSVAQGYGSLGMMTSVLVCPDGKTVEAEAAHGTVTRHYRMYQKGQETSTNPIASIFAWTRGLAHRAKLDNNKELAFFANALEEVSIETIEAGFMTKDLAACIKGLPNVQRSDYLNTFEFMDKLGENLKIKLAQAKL
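IDH1-R132H (0.5 ug/mL dispensed) in pH 7.5 Tris buffer was preincubated 30 min with compound, then given a substrate mix of 0.016 mM NADPH and 2 mM alpha-KG for 80 min at room temperature; remaining NADPH was read by diaphorase/resazurin fluorescence.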
LDHA inh: LDHA (human) enzyme inhibition. AID 1347041. P00338. activity change, % (values are at about 110 or 230 µM). hit rate 0.15% among 480,000. purified LDHA, NADH/diaphorase-resazurin fluorescence; active compounds read low; in the data active = activity change below about -30%; inconclusive = mostly about -25% to -30%;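 also: plate controls were DMSO wells for no effect and wells without enzyme for full effect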
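Human LDH5 (2 nM) was incubated with 0.06 mM NADH and 0.2 mM pyruvate for 5 min at room temperature in Tris pH 7.4. Remaining NADH was coupled through diaphorase/resazurin, and resorufin fluorescence was read at 0 and 20 min.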
USP1 inh: USP1/UAF1 (human) deubiquitinase inhibition | AID 743255 | Potency, µM (top dose mostly 57.1 µM), for inactives: at the top dose activity change, negative = inhibition, most hits filed as inhibitors | recombinant USP1/UAF1, Ub-Rhodamine cleavage fluorescence | hit rate 0.23% among 390,000 | O94782; also: potency is read from the fitted curve at half-maximal effect; % is scaled to controls: 0 for no effect and ±100 for the full control effect; nearly all actives have a fitted effect of over 60% in size; inactives centre near -12
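USP1/UAF1 complex at 1 nM was preincubated with compound for 15 min at room temperature, then Ub-Rho substrate (150nM final) was added. Fluorescence (480/540 nm) was read kinetically, 6 reads every 60 seconds.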
TrxR1 substrate: rat thioredoxin reductase 1 substrate activity; purified TrxR1 substrate turnover, NADPH consumption readout; Potency, µM (titrated, usually from 114 µM), without a hit: at the highest dose activity change, negative = substrate turnover; hit rate 0.01% among 390,000; AID 588456; also: potency is read from the fitted curve at half-maximal effect; % is scaled to controls: 0 for no effect and ±100 for the full control effect; nearly all actives have a fitted effect of over 50% in size
Target sequence (O89049 whole entry, looked up): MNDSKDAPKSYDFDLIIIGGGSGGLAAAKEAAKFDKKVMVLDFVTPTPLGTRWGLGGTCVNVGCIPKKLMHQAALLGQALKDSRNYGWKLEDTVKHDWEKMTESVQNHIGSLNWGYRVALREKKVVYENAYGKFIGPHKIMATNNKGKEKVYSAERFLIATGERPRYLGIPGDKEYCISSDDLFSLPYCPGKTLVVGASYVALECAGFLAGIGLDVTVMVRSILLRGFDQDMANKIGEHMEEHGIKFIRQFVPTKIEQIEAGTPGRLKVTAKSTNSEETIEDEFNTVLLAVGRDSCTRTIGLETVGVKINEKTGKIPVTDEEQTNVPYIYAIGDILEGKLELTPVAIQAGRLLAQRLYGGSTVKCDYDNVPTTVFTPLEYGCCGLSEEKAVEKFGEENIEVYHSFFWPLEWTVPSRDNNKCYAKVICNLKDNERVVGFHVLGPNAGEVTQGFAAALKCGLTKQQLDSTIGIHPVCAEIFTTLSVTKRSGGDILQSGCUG
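Rat TrxR1, dispensed at 90 nM, was prereduced with 400 uM NADPH (final) for 5 min at ~22 deg C, then incubated with compound 15 min before 400 uM selenite. A first-read NADPH fluorescence drop versus no-compound background flagged substrates.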
Vif-A3G inh: inhibitors of Vif-APOBEC3G interaction | Potency, µM (titrated, usually from 46.1 µM), for the others: at the highest dose activity, negative = active, actives largely listed as inhibitors | Q9HC16 | hit rate 0.076% among 410,000 | HeLa A3G-eYFP + Vif (tagged APOBEC3G with the HIV-1 protein that degrades it), YFP fluorescence, overnight | AID 602310;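 also: potency is read from the fitted curve at half-maximal effect; % is scaled to controls: 0 for no effect and ±100 for the full control effect; nearly all actives have a fitted effect of over 60% in size; hits raise eYFP signal because A3G escapes Vif-driven loss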
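Read-out is eYFP fluorescence (Ex 488/Em 500-530) from Vif-expressing HeLa A3G-eYFP cells; more signal means A3G escaped Vif-mediated degradation. Cells plated overnight, compound pinned in, incubated overnight at 37 deg C.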
TrxR1 inh: inhibitors of rat thioredoxin reductase 1; hit rate 1% among 390,000; Potency, µM (doses to about 114 µM), inactives show top-dose activity change, negative = inhibition, most hits filed as inhibitors; O89049; recombinant rTrxR1, NADPH fluorescence consumption, selenite substrate; also: potency is read from the fitted curve at half-maximal effect; % is scaled to controls: 0 for no effect and ±100 for the full control effect; nearly all actives have a fitted effect of over 65% in size
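Rat TrxR1 (90 nM in the dispensed reagent) was pre-reduced with 400 uM NADPH for 5 min at room temperature, then incubated with compound for 15 min. After 400 uM selenite was added, NADPH fluorescence (Ex 340/Em 450 nm) was followed for 8 min.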
* hit, by the source's call; ? = inconclusive; . = not tested or not shown; & = joins results of further samples; [ ] = remark or other dose. Unless noted, calls follow the shape of the dose curve; as a rule, active = well fitted curve in the direction sought with a large enough effect; inconclusive = small, poorly fitted or top-dose-only effect, or another doubt; inactive = no such curve, though single readings can be large; an effect the other way counts as inactive or inconclusive. Some of the compounds tested. The share of hits here may be higher or lower than overall.

SMILES	RGS4 inhibitor	Vif-APOBEC3F blk	GRP78 ERSR act	mIDH1 inhibitor	LDHA inh	USP1 inh	TrxR1 substrate	Vif-A3G inh	TrxR1 inh
Cc1oc(-c2ccccc2F)nc1CS(=O)(=O)CC(=O)NCCc1ccc(Cl)cc1	-6%	-12%	-2%	18%	2	-18%	8%	-2%	-7%
Cc1cc(Cl)ccc1OCCCC(=O)Nc1cc(S(=O)(=O)N2CCOCC2)ccc1N1CCOCC1	-4%	-13%	-3%	2%	-3	-14%	0%	0%	38%
CN1CCN(C(=O)/C=C/c2ccccc2)CC1	-2%	?	0%	1%	1	-15%	7%	-2%	11%
CCC(=O)N1CCN(c2cc(N3CCN(C)CC3)c(F)cc2[N+](=O)[O-])CC1	-18%	-3%	1%	1%	-4	-10%	-19%	1%	-18%
COc1ccc(-c2cc(C(=O)NC(C)c3ccccc3)c3cc(C(C)C)ccc3n2)cc1 (stereo not drawn)	4%	-5%	-2%	7%	-2	-7%	15%[57.1 µM]	-5%	24%[57.1 µM]
Cc1nc(NCc2ccco2)nc2c1C(=O)CC(C)C2 (stereo not drawn)	-9%	-5%	-3%	-5%	-5	5%	7%[57.1 µM]	-10%	13%[57.1 µM]
CN(c1ccccc1)c1nc(-n2ccnc2)nc(-n2ccnc2)n1	-19%	-11%	-5%	4%	-5	-16%	-3%	6%	-3%
Cc1cc(C)c(C)c(OCC(=O)NCc2nc(-c3ccccc3)no2)c1	11%	5%	-1%	1%	-2	-21%	-6%	-4%	13%[57.1 µM]
CC1CN(Cc2c(O)ccc3c(=O)c(-c4ccccc4Cl)coc23)CC(C)O1 (stereo not drawn)	27%	3%	2%	-5%	-3	-5%	117%[activator]	2%	4%
Cc1ccc(S(=O)(=O)N2CCN(C(=O)CN3C(=O)NC(C)(c4ccc5ccccc5c4)C3=O)CC2)cc1 (stereo not drawn)	-41%	-10%	1%	2%	-5	-11%	-9%	3%	-2%
CNC(=O)C(=O)NCCN1CCN(S(=O)(=O)c2ccc3ccccc3c2)CC1	6%	0%	-5%	2%	-4	-13%	3%	1%	9%
CC(C)(C)NC(=O)NC(=O)COC(=O)Cc1c(Cl)cccc1Cl	65%[activator]	-12%	1%	-11%	0	-5%	-2%	-9%	9%
Cc1cccc(N(Cc2ccccc2)C(=O)C2CCN(C(=O)c3ccccc3C)CC2)c1	-19%	3%	-4%	6%	-3	1%	-12%	3%	-11%
C[C@H](CO)N1C[C@H](C)[C@@H](CN(C)Cc2ccc(C(=O)O)cc2)Oc2c(NS(=O)(=O)c3ccc(F)cc3)cccc2C1=O	-3%	-2%	-5%	7%	-2	-29%	2%	5%	2%
CCOC(=O)CN1C(=O)C(Sc2n[nH]c(-c3cccc(C)c3)n2)CCc2ccccc21 (stereo not drawn)	-1%	-9%	-3%	5%	-3	-19%	6%	1%	23%
O=C(CSc1ccc2ccccc2n1)N1CCC(c2noc3ccc(F)cc23)CC1	2%	3%	.	2%	1	-5%	-7%[57.1 µM]	0%	21%
C[C@@H]1CC[C@]2(C(=O)O)CC[C@]3(C)C(=CCC4[C@@]5(C)CC[C@H](O)[C@@](C)(C(=O)O)C5CC[C@]43C)C2[C@]1(C)O (stereo partly drawn)	-7%	-2%	-4%	-4%[38.3 µM]	-1	-14%	-3%	0%	5%
CC(=O)Nc1ccc(C(=O)CSc2nnnn2C(C)C)cc1	-42%	0%	-1%	3%	-1	2%	-3%	-4%	-1%
CCCCN1C(=O)CCC(C(=O)O)C1c1ccc(OC)cc1 (stereo not drawn)	-23%	13%	-4%	9%	0	-15%	-20%[57.1 µM]	0%	10%[57.1 µM]
CC(NC(=O)c1cnn2c1NC(=C1CC1)C=C2C(F)F)c1ccncc1 (stereo not drawn)	.	.	-4%	.	-6	.	21%	-1%	1%
COc1ccc(NC(=O)COc2ccc(/C=C/c3cc[n+](C)cc3)cc2OC)cc1	-23%	3%	-3%	10%	-1	-8%	-4%	1%	6%
CCn1cc(C(=O)NCCc2ccccc2)c(=O)c2cc(S(=O)(=O)N(C)C)ccc21	-14%	-1%	5%	-7%	-6	-23%	1%	-12%	15%
O=C(CSC1=NNC(c2ccccn2)S1)Nc1ccc(C(F)(F)F)cc1 (stereo not drawn)	?	-14%	-6%	4%	-11	-16%	6%[57.1 µM]	-3%	19%
COc1ccccc1NC(=S)NCc1cccnc1	-14%	-12%	-2%	-6%	-2	-5%	-8%	1%	-7%
CCN(CC)S(=O)(=O)c1cc(NC(=O)CCc2c(C)noc2C)ccc1C	-13%	8%	2%	8%	-4	-4%	-6%[57.1 µM]	10%	8%[2.29 µM]

For convenience, some entries already given.
SMILES	RGS4 inhibitor	Vif-APOBEC3F blk	GRP78 ERSR act	mIDH1 inhibitor	LDHA inh	USP1 inh	TrxR1 substrate	Vif-A3G inh	TrxR1 inh
O=C(CSC1=NNC(c2ccccn2)S1)Nc1ccc(C(F)(F)F)cc1 (stereo not drawn)	?	-14%	-6%	4%	-11	-16%	6%[57.1 µM]	-3%	19%
COc1ccccc1NC(=S)NCc1cccnc1	-14%	-12%	-2%	-6%	-2	-5%	-8%	1%	-7%
CCN(CC)S(=O)(=O)c1cc(NC(=O)CCc2c(C)noc2C)ccc1C	-13%	8%	2%	8%	-4	-4%	-6%[57.1 µM]	10%	8%[2.29 µM]

Going on with the list:
SMILES	RGS4 inhibitor	Vif-APOBEC3F blk	GRP78 ERSR act	mIDH1 inhibitor	LDHA inh	USP1 inh	TrxR1 substrate	Vif-A3G inh	TrxR1 inh
Cc1c(CCC(=O)NCC(=O)NCC(=O)O)c(=O)oc2cc3oc4c(c3cc12)CCCC4	-29%	-16%	-8%	5%	2	-16%	31%[activator]	-1%	-21%
Cc1ccccc1Oc1nc2c(C)cccn2c(=O)c1/C=C(\C#N)C(=O)Nc1c(C)n(C)n(-c2ccccc2)c1=O	?	-19%	?	-9%	-12	-12%	-11%	-16%	-33%
CCN(CC(=O)NCc1ccc(F)cc1)CC(=O)NC1CCCC1	-41%	-2%	0%	8%	3	-9%	9%	1%	2%
Cc1nn(-c2ccc(NC(=O)c3ccncc3)cc2)c(C)c1Cl	7%	0%	1%	-6%	-2	-3%	-4%	1%	6%
Cc1ccc2cc(CN(C(=O)c3cccc(Cl)c3)c3ccccc3)c(=O)[nH]c2c1	-39%	3%	-4%	-1%	2	?	4%	-3%	16%
Cc1ccc(-c2ccc(CCC(=O)O)n2NC(=O)c2cccs2)cc1	7%	6%	-1%	1%	-7	-4%	14%[57.1 µM]	-3%	-2%[57.1 µM]
CCSC1=C(C#N)C(c2ccc(Cl)cc2)C2=C(CCCC2=O)N1 (stereo not drawn)	10%	3%	-7%	0%	-3&15	-2%	1%	-7%	5%
Cc1ccc(-n2cnc3c(sc4nc(N5CCOCC5)c5c(c43)CCCC5)c2=O)cc1	-8%	5%	-5%	4%	1	-25%	24%	1%	42%[activator]
Cc1cc(SCC(=O)Nc2ccc(Cl)cc2)nc2ccccc12	0%	.	.	.	2&-3	-6%	5%	.	18%
CCOc1ccc(N2CC(C(=O)NCCc3ccc(OC)c(OC)c3)CC2=O)cc1 (stereo not drawn)	-27%	11%	-5%	10%	1	-9%	-6%	0%	-5%
O=C(N[C@@H]1c2ccccc2CC[C@@H]1OCc1ccccc1)c1ccc(C(F)(F)F)cc1	-12%	5%	-1%	-8%	-9	-18%	-1%	-4%	19%
COC(=O)c1cc(C#N)c(N2CCN(C)CC2)nc1C	12%	0%	1%	-6%	-4	-11%	11%	-6%	12%
O=C(Nc1cccc2cccnc12)C(Cl)(Cl)Cl	-14%	.	-4%	.	10	.	0%	-4%	28µM*
O=c1cc(-c2c(O)c3ccccc3n(Cc3ccccc3)c2=O)[nH][nH]1	?	-1%	4%	2%	19	?	6%[57.1 µM]	-1%	-44%
O=C(Nc1ccccc1)OC1CC2CC1C1CCCC21 (stereo not drawn)	25%	-19%	2%	-3%	-1	-17%	-2%	-1%	23%
O=C(CN1C(=O)CSc2ccc(S(=O)(=O)N3CCOCC3)cc21)NCc1c(F)cccc1Cl	.	-8%	-2%	8%	-3	0%	.	0%	.
CC(NC(=O)C(CC(=O)OC(C)(C)C)NC(=O)OC(C)(C)C)C(N)=O (stereo not drawn)	-7%	-1%	-2%	12%	-8	-5%	-6%	0%	4%
CCCNC(=O)CC(NS(=O)(=O)c1ccc(OC)cc1)c1ccco1 (stereo not drawn)	-39%	5%	-3%	11%	3	-23%	3%[57.1 µM]	2%	11%[57.1 µM]
Clc1ccc(Cn2c(CN3CCCC3)nc3ccccc32)cc1	4%[56.9 µM]	.	-1%&-4%	.	.	.	0%[57.1 µM]	.	0%[57.1 µM]
COc1ccc(-c2nnc(SCC(=O)N3CCCC3)o2)cc1OC	12%	-5%	-8%	-5%	1	5%	-1%	0%	2%
O=C(CSc1c2c(nc3cc(Cl)ccc13)CCCC2)NCc1ccco1	-30%[11.4 µM]	-17%	-13%	6%	1	-25%	-7%[57.1 µM]	-21%	-60%
CCn1c(Cc2ccc(OC)cc2)nnc1SCC(=O)Nc1cccc(C(=O)OC)c1	-11%	-8%	-1%	4%	0	-16%	-1%	-2%	0%
Cc1ccc(C(=O)Nc2cc(-c3nc4cc(Cl)ccc4o3)ccc2C)c(C)c1	-12%	3%	1%	12%	-2	-21%	4%	0%	17%

From PubChem
